hERG protect: compounds protecting human hERG from proarrhythmic drug block; Q12809; CHO-hERG, FluxOR thallium flux, dofetilide IC70 present; activation (rescue from dofetilide block), less the hit threshold, % at 10 µM; hit rate 0.51% among 310,000; AID 1511;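 active = activation above the mean of controls blocked by dofetilide plus 5 SD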;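 also: thallium influx through hERG after potassium depolarization seen as dye fluorescence rise; in these data hits start at about 4.7%; inactives centre near -7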
Target sequence (Q12809 whole entry, looked up): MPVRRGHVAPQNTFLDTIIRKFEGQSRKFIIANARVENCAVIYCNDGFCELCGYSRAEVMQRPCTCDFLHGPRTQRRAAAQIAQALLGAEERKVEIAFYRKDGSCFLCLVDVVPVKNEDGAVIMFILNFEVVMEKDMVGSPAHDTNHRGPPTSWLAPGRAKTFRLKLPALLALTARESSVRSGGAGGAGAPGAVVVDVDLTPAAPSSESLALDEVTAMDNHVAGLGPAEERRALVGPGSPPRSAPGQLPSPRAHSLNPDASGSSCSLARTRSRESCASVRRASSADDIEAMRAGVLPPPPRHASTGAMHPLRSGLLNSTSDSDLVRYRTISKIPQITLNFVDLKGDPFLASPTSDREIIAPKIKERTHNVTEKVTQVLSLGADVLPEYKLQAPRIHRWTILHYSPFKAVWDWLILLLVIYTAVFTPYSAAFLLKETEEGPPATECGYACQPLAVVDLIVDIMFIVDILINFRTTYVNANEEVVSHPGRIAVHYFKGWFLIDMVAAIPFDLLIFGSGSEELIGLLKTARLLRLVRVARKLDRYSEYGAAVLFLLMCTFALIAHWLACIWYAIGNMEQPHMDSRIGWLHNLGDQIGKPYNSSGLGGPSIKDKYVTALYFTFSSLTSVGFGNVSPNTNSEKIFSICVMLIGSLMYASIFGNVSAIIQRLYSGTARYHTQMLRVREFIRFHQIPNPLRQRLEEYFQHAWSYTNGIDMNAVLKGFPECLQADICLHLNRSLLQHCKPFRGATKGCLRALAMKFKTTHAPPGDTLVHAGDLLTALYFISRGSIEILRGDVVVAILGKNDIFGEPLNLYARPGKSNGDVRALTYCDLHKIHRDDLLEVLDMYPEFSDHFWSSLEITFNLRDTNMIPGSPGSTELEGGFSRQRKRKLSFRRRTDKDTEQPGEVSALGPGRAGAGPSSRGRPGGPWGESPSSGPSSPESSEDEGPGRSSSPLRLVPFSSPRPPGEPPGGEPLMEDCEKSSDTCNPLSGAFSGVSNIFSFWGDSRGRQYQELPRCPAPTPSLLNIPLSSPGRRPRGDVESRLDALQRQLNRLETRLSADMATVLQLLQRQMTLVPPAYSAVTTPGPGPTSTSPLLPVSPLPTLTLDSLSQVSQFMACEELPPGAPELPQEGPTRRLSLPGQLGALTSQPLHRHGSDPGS
ANO1 block: inhibitors of mouse TMEM16A calcium-activated chloride channel. Q8BHY3. HEK293 TMEM16A/YFP iodide influx fluorescence, ionomycin. normalized B-score (activity score, 25-100; higher = stronger inhibition) at 10 µM. hit rate 1.2% among 310,000. AID 588511;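 active = ratio plate-corrected score three or more library SD toward inhibition, starting fluorescence score within five deviations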;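 also: score derived from kinetic fluorescence span divided by baseline fluorescence per well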
RGS4 act: RGS4 potentiation or activation; hit rate 0.92% among 310,000; B-score at 10 µM; HEK293 M3R/inducible RGS4, carbachol calcium flux Fluo4; stronger effect = lower value;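 active = B-score of the integrated calcium signal more than 4 SD below the library mean, with starting fluorescence not abnormally high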;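 also: negative B-score means reduced calcium response which marks RGS4 activation or potentiation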
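Detection: kinetic calcium fluorescence imaging with Fluo4-AM dye, 2 µM / Material: HEK293 cells with stable M3R and inducible RGS4 / Schedule: recording 10 s baseline at 1 Hz, 100 s post-agonist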
MrgX1 allo act: allosterically activates human MrgX1 receptor signaling | MrgX1-HEK293, Fluo-4 calcium flux, FDSS; stronger effect = higher value | Q96LB2 | B-score at 10 µM | hit rate 0.63% among 310,000;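 active = plate-corrected calcium response at least 3 library SD above typical, normal starting fluorescence, not activating the receptor alone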;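 also: compound read alongside a low EC10 to EC30 dose of BAM8-22 agonist; peak minus trough fluorescence over baseline measured at the second addition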
KCNK3 inh: human KCNK3 channel inhibition, primary screen; CHO-KCNK3 thallium flux, FluxOR fluorescence; stronger effect = lower value; B-score at 10 µM; hit rate 0.84% among 340,000; AID 602410;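 active = B-score under library mean minus 4 SD, starting fluorescence ratio at most library mean plus 5 SD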;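 also: more negative B-score means stronger inhibition of thallium flux through KCNK3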
RGS4 inh: inhibitors of human RGS4; P49798; HEK293 M3R/RGS4 inducible, Fluo-4 calcium flux; stronger effect = higher value; triggered by carbachol at its EC20; B-score at 10 µM; hit rate 0.45% among 310,000;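 active = B-score, a plate-corrected calcium signal, over three deviations above library mean, with baseline fluorescence within five deviations of library mean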;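 also: RGS4 expression induced by doxycycline in cells with stable M3 receptor; B-score is computed from the integrated fluorescence ratio over baseline after carbachol; higher B-score means a larger calcium signal and so more RGS4 inhibition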
KCNQ1 act: potentiators or activators of human KCNQ1 potassium channel. CHO-K1 KCNQ1, thallium flux FluxOR fluorescence; stronger effect = higher value. B-score at 10 µM. hit rate 0.35% among 310,000. AID 2648;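 active = fluorescence ratio B-score, a plate-corrected score, at least three library SD, with initial intensity B-score within 5 SD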
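System: Stable KCNQ1 CHO-K1 line | Incubation: 90 min dye loading and 20 min compound exposure, both at room temperature | Measure: Ratio B score | Medium: Assay buffer for compound exposure, DMSO matched across wells | Compound dosing: Single-concentration screen | Probe or stimulus: K+/Tl+ depolarizing stimulus | Measured by: Kinetic FluxOR fluorescence, 10 s baseline plus 110 s post-stimulus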
MrgX1 ag: human MrgX1 receptor agonism, primary screen | Q96LB2 | B-score at 10 µM | hit rate 0.44% among 310,000 | MrgX1-HEK293 cells, Fluo-4 calcium fluorescence, agonist mode; stronger effect = higher value;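 active = calcium response B-score plate-corrected fluorescence ratio at least 3 library SD, with starting fluorescence B-score inside 5 SD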
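times = overnight plating, then 30 min 37 °C plus 30 min room-temperature dye loading | assay system = stable human MrgX1 HEK293 cell line | input = fifteen thousand cells per well | signal = kinetic calcium dye fluorescence, Fluo-4 NW | dosing = compound delivered in addition one of three | read-out = B-scored fluorescence response ratio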
KCNK9 block: human KCNK9 channel inhibition; HEK293 KCNK9, FluxOR thallium flux fluorescence; stronger effect = lower value; hit rate 1.2% among 310,000; B-score at 10 µM; Q9NPC2;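 active = ratio B-score over 3 SD below the library mean, with starting fluorescence within 5 SD of its mean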;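 also: negative B-score means less thallium flux so channel inhibition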
KCNQ1 inh: blocks the human KCNQ1 potassium channel; P51787; CHO-K1 KCNQ1, FluxOR thallium flux fluorescence; stronger effect = higher value; B-score at 10 µM; hit rate 1.3% among 310,000;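 active = compounds whose thallium flux B-score, printed positive for inhibition, exceeds three library SD while starting fluorescence stays within three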;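 also: channel opened by potassium depolarization with thallium stimulus after 20 min compound exposure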
ANO1 activ: activators or potentiators of mouse TMEM16A chloride channel; AID 623877; hit rate 0.3% among 340,000; Q8BHY3; HEK293 TMEM16A/YFP-H148Q/I152L, iodide quench fluorescence; stronger effect = lower value; B-score at 10 µM;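 active = fluorescence-ratio B-score plate-corrected deviation score at least 3 library SD below zero, with starting fluorescence score within 5 deviations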;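 also: channel opened by trigger with iodide after compound preincubation; score built on the fluorescence ratio of max minus min over baseline; more negative score means more quench and so TMEM16A activation or potentiation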
Active calls of the source: *; i = inactive.

canonical_smiles	hERG protect	ANO1 block	RGS4 act	MrgX1 allo act	KCNK3 inh	RGS4 inh	KCNQ1 act	MrgX1 ag	KCNK9 block	KCNQ1 inh	ANO1 activ
COc1ccc2[nH]c3c(c2c1)CCN1C(=O)N([C@@H](C)C(=O)NCC2CCCO2)C(=O)[C@]31C (some centres not stated)	-5	i	i	i	i	i	i	i	i	i	i
CCN(c1ccccc1)S(=O)(=O)c1ccc2ccccc2c1	-6	i	i	i	i	i	i	i	i	i	i
COc1cc(C(=O)NC(=S)Nc2nccs2)cc(OC)c1OC	-7	i	i	i	i	i	i	i	i	i	i
NC(=O)c1ccccc1NC(=O)/C=C/c1ccc(Cl)cc1	-3	i	i	i	i	i	i	i	i	i	i
Cc1cccc(C(C)C)c1NC(=O)CN1C(=O)NC2(CCc3ccccc32)C1=O (configuration not stated)	-13	i	i	i	i	i	i	i	i	i	i
O=C1C2C(C(=O)N1/N=C/c1cc(Br)cc([N+](=O)[O-])c1O)C1C=CC2C12CC2 (configuration not stated)	-10	i	i	i	i	i	i	i	i	i	i
CCOC(=O)c1sc(=S)n(-c2ccc(Cl)cc2)c1SC	-13	i	i	i	i	i	i	i	i	i	i
O=C(Nc1ccc(S(=O)(=O)Nc2ncccn2)cc1)c1ccc(Cl)c([N+](=O)[O-])c1	-1	i	i	i	i	i	i	i	i	i	i
Cc1ccc(-c2cc(C(=O)OCC(=O)N(C)C3CCS(=O)(=O)C3)c3ccccc3n2)c(C)c1 (configuration not stated)	-11	i	i	i	i	i	i	i	i	i	i
COc1cc2c(cc1OC)C(c1ccccc1)N(C(=O)CCl)CC2 (configuration not stated)	3	i	i	i	i	i	i	i	i	i	i
COc1cc2c(-c3ccccc3)c(C)oc2cc1/C=N/NC(N)=S	-1	i	i	i	i	i	i	i	i	i	i
COc1ccccc1OCC(=O)N1CCCCCCC1	-12	i	i	i	i	i	i	i	i	i	i
COc1ccccc1C(=O)N=C1NC(=O)CC2C(=O)NCCN12 (configuration not stated)	-21	i	i	i	i	i	i	i	i	i	i
Cc1ccc(NC2=NCC(=O)N2C2CCCC2)c(C)c1	-4	i	i	i	i	i	i	i	i	i	i
COc1cccc(N2CCN(S(=O)(=O)c3ccc(CN4C(=O)c5cccnc5C4=O)cc3)CC2)c1	-11	i	i	i	i	i	i	i	i	i	i
CNS(=O)(=O)c1cccc(C(=O)NCC2CCCCC2)c1	-8	i	i	i	i	i	i	i	i	i	i
Oc1ccc(N=Nc2cccc(C(F)(F)F)c2)cc1C=Nc1ccc(N2CCOCC2)cc1	-5	i	i	i	i	9.7*	i	i	i	i	i
CCOc1cc(/C=C2/NC(=O)N(CC(=O)OC)C2=O)ccc1O	-11	i	i	i	i	i	i	i	i	i	i
Clc1ccc(C(c2nnnn2CCc2ccccc2)N2CCSCC2)cc1 (configuration not stated)	1	i	i	i	i	i	i	i	-14*	7*	i
Cc1ccsc1/C=N/NC(=S)NCCc1ccccc1	-13	i	i	i	i	8.6*	i	i	i	i	i
O=C(Nc1nc2ccccc2s1)c1ccc2c(c1)OCO2	-3	i	i	i	i	i	i	i	i	i	i
CC1CCN(C(=O)CN(c2ccc3c(c2)OCO3)S(C)(=O)=O)CC1	-4	i	i	i	i	i	i	i	i	i	i
COc1ccc2c(c1)CCc1cnc(N)nc1-2	-19	i	i	i	i	i	i	i	i	i	i
Cc1ccsc1/C=N/NC(=O)c1ccc2ccccc2c1	-7	i	i	i	i	i	i	i	i	i	i
CN(C)c1ccc(CNc2nc(-c3ccccc3)nn2S(C)(=O)=O)cc1	-13	i	i	i	i	i	i	i	i	i	i
CCN(CC)S(=O)(=O)c1ccc2c(c1)nc(SCC(=O)NCC1CCCO1)n2CC (configuration not stated)	-13	i	i	i	i	i	i	i	i	i	i
COCCC(=O)N1CCC(Oc2ccc(C(=O)N3CCCCCC3)cc2)CC1	-6	i	i	i	i	i	i	i	i	i	i
Cc1ccc2nc(SCC(=O)NC3CC3)[nH]c2c1	-11	i	i	i	i	i	i	i	i	i	i
CCCCn1c(=O)n(CC(=O)Nc2ccc(OC)c(Cl)c2)c(=O)c2c1nc(CO)n2CCC	-12	i	i	i	i	i	i	i	i	i	i
CC(=O)Nc1ccc(S(=O)(=O)NCCc2cc3c(C)ccc(C)c3[nH]c2=O)cc1	-11	i	i	i	i	i	i	i	i	i	i
CCOC(=O)N1CCN(C2=CC(=O)OC23CCCCC3)CC1	-4	i	i	i	i	i	i	i	i	i	i
Cc1ccc(NC(=O)/C=C2\NC(=O)CS2)cc1	-5	i	i	i	i	i	i	i	i	i	i
COc1ccc(N(C(=O)Cc2cccs2)C(C(=O)NC2CCCC2)c2ccncc2)cc1 (configuration not stated)	-6	i	i	i	i	i	i	i	i	i	i
COc1cc(/C=C2\SC(=O)N(CCNC(=O)c3cnc(C)cn3)C2=O)cc(OC)c1OC	-19	i	i	i	i	i	i	i	i	i	i
COc1ccc(C2NC(=O)NC3=C2CCc2ccccc23)cc1 (configuration not stated)	-9	i	i	i	i	i	i	i	i	i	i
O=C(NCC1CCCO1)c1ccccc1-c1nc(-c2ccccc2F)no1 (configuration not stated)	-15	i	i	i	i	i	i	i	i	i	i
O=C(Cc1noc2ccccc12)NNC(=S)Nc1ccccc1	5.7*	i	i	i	i	i	i	i	i	i	i
Cc1nn(-c2ccccc2)c(Cl)c1C(=O)NCC(C)c1ccccc1 (configuration not stated)	-14	i	i	i	i	i	i	i	i	i	i
O=C(CCCC(=O)N1CCN(c2ccccc2F)CC1)N1CCN(c2ccccc2F)CC1	-2	i	i	i	i	i	i	i	i	i	i
COc1cc(CCc2ccc3c(c2)OCO3)oc(=O)c1	-6	i	i	i	i	i	i	i	i	i	i
Cc1cc(C)n(C(=O)c2cc(F)c(F)cc2C)n1	-3	i	i	i	i	i	i	i	i	i	i
CCOC(=O)c1nn(-c2ccccc2)c(-c2ccccc2)c1C(=O)c1ccccc1	-6	i	i	i	i	i	i	i	i	i	i
O=C(CSc1n[nH]c(-c2ccccc2Cl)n1)NC1CCCCC1	-9	i	i	i	i	i	i	i	i	i	i
CCC(=O)Nn1c(C2CCC2)nc2ccccc2c1=O	1	i	i	i	i	i	i	i	i	i	i
Cc1c(Cl)cccc1NC(=S)N(CCN(C)C)C(C)c1ccccn1 (configuration not stated)	-15	i	i	i	i	i	i	i	i	i	i
Cc1cccc(C)c1NS(=O)(=O)c1c(C)[nH]c(=O)[nH]c1=O	-7	i	i	i	i	i	i	i	i	i	i
COCCCNC(=O)CS(=O)Cc1nc(-c2cccc(OC)c2)oc1C (configuration not stated)	-12	i	i	i	i	i	i	i	i	i	i
O=C(NC1CC1)C1CCN(C(=O)c2ccc(Cl)cc2Cl)CC1	-1	i	i	i	i	i	i	i	i	i	i
CCc1c(C(=O)Nc2ccc(OC)c(Cl)c2)[nH]c(C)c1C(C)=O	-7	i	i	i	i	i	i	i	i	i	i
COc1ccc(C(=O)n2cc(C(=O)c3cc(C)ccc3O)cn2)cc1OC	-6	i	i	i	i	i	i	i	i	i	i
CC(C)CC(=O)NC1(C(F)(F)F)C(=O)Nc2c1c(=O)n(C)c(=O)n2C (configuration not stated)	-5	i	i	i	i	i	i	i	i	i	i
Fc1cccc2sc(Nc3nc4c(F)cccc4s3)nc12	13*	i	i	i	i	i	i	i	i	i	i
COc1ccc(C2C(=O)N(C3CCCCC3)CC(=O)N2CC2COc3ccccc3O2)cc1 (configuration not stated)	-10	i	i	i	i	i	i	i	i	i	i
Cc1c(C(=O)NCC2CCCO2)oc2ccc(S(=O)(=O)N3CCCCC3)cc12 (configuration not stated)	-6	i	i	i	i	i	i	i	i	i	i
COc1ccc(NC(=O)C2CCCN2C(=O)NCc2ccccc2)cc1 (configuration not stated)	-9	i	i	i	i	i	i	i	i	i	i
COC(=O)c1sc(NC(=O)c2ccco2)c(C#N)c1C	-13	i	i	i	i	i	i	i	i	i	i
NC(=O)C1CCN(Cc2nc3c(Br)cc(Br)cc3c(=O)[nH]2)CC1	-1	i	i	i	i	i	i	i	i	i	i
c1ccc(Nc2scc(-c3ccccc3)[n+]2Cc2ccco2)cc1	-14	i	i	i	i	i	i	i	i	i	i
COc1cc(OC)cc(C(=O)Nc2ccc3c(c2)COC3=O)c1	0	i	i	i	i	i	i	i	i	i	i
O=C(OCCN1CCCCC1)c1cccc(F)c1	-6	i	i	i	i	i	i	i	i	i	i

Further records
canonical_smiles	hERG protect	ANO1 block	RGS4 act	MrgX1 allo act	KCNK3 inh	RGS4 inh	KCNQ1 act	MrgX1 ag	KCNK9 block	KCNQ1 inh	ANO1 activ
CCSc1ncnc2c1oc1ccccc12	-7	i	i	i	i	i	i	i	i	i	i
COc1ccc(OC(=O)CCN2C(=O)C3C4C=CC(C4)C3C2=O)cc1 (configuration not stated)	-6	i	i	i	i	i	i	i	i	i	i
O=C(CSc1nncn1-c1ccccc1)Nc1ccccc1F	-9	i	i	i	i	i	i	i	i	i	i
S=C(Nc1ccc2c(c1)OCO2)N1CCN(Cc2ccco2)CC1	-12	i	i	i	i	i	i	i	i	i	i
CCN(CC)C(=O)CCCC(=O)N(CC)CC	-2	i	i	i	i	i	i	i	i	i	i
Cn1c(=O)n(C)c2cc(S(=O)(=O)Nc3ccccc3)ccc21	-15	i	i	i	i	i	i	i	i	i	i
